14-3-3 PPI = alters human 14-3-3 gamma binding to Raf peptide; actives 0.19% (n = 160,000); P61981; FP, 14-3-3gamma / TMR-pS259-Raf peptide binding; inhibition, % at 40 µM; AID 422; in the data active = inhibition above about 30%;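 note: 0% = protein plus tracer without compound and 100% = blank with tracer alone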
Target sequence (P61981 whole entry, looked up): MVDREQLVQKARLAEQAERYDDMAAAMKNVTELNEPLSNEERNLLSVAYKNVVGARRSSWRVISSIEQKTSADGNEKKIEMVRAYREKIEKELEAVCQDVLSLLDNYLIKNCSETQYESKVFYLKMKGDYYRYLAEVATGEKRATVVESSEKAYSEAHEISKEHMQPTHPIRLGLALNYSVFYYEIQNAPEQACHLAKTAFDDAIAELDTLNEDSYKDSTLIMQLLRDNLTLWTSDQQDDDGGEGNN
The depositor's hits bear a star; & = joins results of further samples. Some of the compounds tested; rates above refer to the full screens.

SMILES	14-3-3 PPI
O=C(c1cccc(Oc2c(Cl)cccc2[N+](=O)[O-])c1)N1CCCCC1	-3.2
CC(C)(C)NC(=O)c1ccc2nccnc2c1	-1.1
Cc1ccc(C2CC(c3cccs3)=NN2C(=O)CS(=O)(=O)c2cn(C)c3ccccc23)cc1 (stereo unspecified)	-23.1
COc1ccc(Cl)cc1Nc1nc(-c2sc(NC(=O)c3ccccc3)nc2C)cs1	-18.8
O=C1C(c2ccc(F)cc2)N(C2CCCC2)C(=O)CN1C1CCCC1 (stereo unspecified)	-6.5
CN(Cc1ccccc1)C(=O)c1cc2nc(-c3ccccc3)cc(-c3ccccc3)n2n1	-1.1
CCC1(CC)NC(=O)N(CC(=O)OCn2nnc3ccccc3c2=O)C1=O	-5.2
O=C(CCCn1c(=S)[nH]c2ccccc2c1=O)Nc1cccc2c1CCCC2	-43.6
CN(C)c1ccc(NC(=O)CCN2C(=O)c3ccccc3C2=O)cc1	-2.9
CCSc1nc2c(c(=O)[nH]1)C(c1ccc(OC)c(OC)c1)C1=C(CC(C)(C)CC1=O)N2 (stereo unspecified)	3.5
CC1=C(C(N)=O)C(c2cccs2)n2ncnc2N1 (stereo unspecified)	3.6
CCOc1ccc(C(=O)Cc2cc3ccccc3oc2=O)cc1	-1.6
CCc1ccc(N2C(=O)Nc3ccc(Br)cc3C2(O)C(=O)NCCC(C)C)cc1 (stereo unspecified)	4.7
CCN(c1ccccc1)S(=O)(=O)c1ccc(F)c(C(=O)Nc2c(C)cc(C)cc2C)c1	7.5
Cc1ccc(NC(=O)C23CC4CC(C2)CC(n2cncn2)(C4)C3)cc1Cl	4.2
CCOc1ccc2nc(NC(=O)CSc3nc4ccccc4c(=O)n3Cc3ccco3)sc2c1	-3.9
COCCNc1oc(-c2ccc(Cl)cc2)nc1C#N	18.1
CC(C)(C)n1nc2c(c1NC(=O)C1(c3ccc(Cl)cc3)CCCC1)CS(=O)C2 (stereo unspecified)	-2.9
CCCCCC(=O)N1CCN(c2ccc(C(C)=O)cc2F)CC1	-2.6
O=C(Cc1c(C(=O)O)[nH]c2ccccc12)NCCCN1CCCCCC1	1.8
CCOC(=O)C1=C(C)NC(=O)NC1c1ccc(N(CC)CC)cc1 (stereo unspecified)	-4.9&0.5
Cc1cccc(C)c1NC(=O)CN(c1cc(C(F)(F)F)ccc1Cl)S(=O)(=O)c1ccccc1	-5.5
O=C(NCc1cccs1)Nc1ccc2c(c1)OCO2	-9.0
CCOC(=O)CC(=O)CSc1nc2c(sc(=S)n2-c2ccccc2)c(=O)[nH]1	-2.7
CCOC(=O)c1cnc2ccc(Br)cc2c1Nc1ccc(N(C)C)cc1	-2.7

A run of entries of the results above, as a working copy:
SMILES	14-3-3 PPI
CCSc1nc2c(c(=O)[nH]1)C(c1ccc(OC)c(OC)c1)C1=C(CC(C)(C)CC1=O)N2 (stereo unspecified)	3.5
CC1=C(C(N)=O)C(c2cccs2)n2ncnc2N1 (stereo unspecified)	3.6
CCOc1ccc(C(=O)Cc2cc3ccccc3oc2=O)cc1	-1.6
CCc1ccc(N2C(=O)Nc3ccc(Br)cc3C2(O)C(=O)NCCC(C)C)cc1 (stereo unspecified)	4.7
CCN(c1ccccc1)S(=O)(=O)c1ccc(F)c(C(=O)Nc2c(C)cc(C)cc2C)c1	7.5
Cc1ccc(NC(=O)C23CC4CC(C2)CC(n2cncn2)(C4)C3)cc1Cl	4.2
CCOc1ccc2nc(NC(=O)CSc3nc4ccccc4c(=O)n3Cc3ccco3)sc2c1	-3.9

New compounds follow.
SMILES	14-3-3 PPI
COc1ccc(C(=O)Nc2ccc(NC(=O)c3ccc(C(C)(C)C)cc3)cc2)cc1OC	3.1
CCCCOc1ccc(C(=O)Nc2nc3ccc(Cl)cc3s2)cc1	-7.7
CCOC(=O)c1cc2ccc(OC)c(OC)c2c(=O)s1	-3.6
Cc1ccc(Nc2nc(-c3ccc([N+](=O)[O-])cc3)cs2)cc1	-1.8
O=C(COc1ccc(Cl)cc1)NCc1nnc(SCC(=O)c2ccccc2)o1	-1.6
Cc1ccn2c(Nc3c(C)cccc3C)c(-c3ccsc3)nc2c1	1.0
CCOc1cc2c(cc1OCC)C1C(C(=O)NCC3(c4ccccc4)CCCC3)c3ccccc3C(=O)N1CC2 (stereo unspecified)	0.0
CCCC1=C(C(=O)OCC)C(c2ccc(Cl)cc2)n2ncnc2N1 (stereo unspecified)	4.5
CCOc1ccc2nc(SCC=Cc3ccc([N+](=O)[O-])cc3)sc2c1	-2.7
COc1cc(N=c2oc3c(C)ncc(CO)c3cc2C(N)=O)cc(OC)c1OC	-2.4
COc1cc(C)c(NC(=O)Cc2ccc(F)cc2)cc1C(C)C	1.0
O=C(CSc1nc2[nH]ncc2c(=O)n1-c1ccccc1)NC1CCCCC1	-4.2
Cc1nn(CC(=O)Nc2ccc(O)cc2)c(=O)c2ccccc12	-1.1
O=C(Nc1ccc2c(c1)OCO2)C1CCCN1C(=O)Nc1ccccc1F (stereo unspecified)	3.4
CCC(C)n1cnc2c(c1=O)c1nc3ccccc3nc1n2-c1ccc2c(c1)OCCO2 (stereo unspecified)	-5.1
Cn1c2ccccc2c2c(C(=O)NCc3cccnc3)cn(C3CCCCC3)c(=O)c21	9.7
Cc1nnc2n1N=C(c1ccc(F)cc1)CS2	3.4
Cc1cc(C2=CC(C)(c3cc(C)oc3C)Nc3nc(C(F)(F)F)nn32)c(C)o1 (stereo unspecified)	-2.7
O=C(NCCN1CCOCC1)c1cc(-c2ccc(F)cc2)nc2ccc(Br)cc12	-11.6
CCOc1ccc(C2C(C(=O)Nc3ccc(Cl)cc3)=C(C)Nc3ncnn32)cc1OC (stereo unspecified)	-0.7
COc1cc(C2c3c(oc4ccc(C)cc4c3=O)C(=O)N2c2cc(C)ccn2)cc(OC)c1OC (stereo unspecified)	-3.2
O=C(Nc1nc(-c2ccccc2)cs1)c1cc2cc(Br)ccc2oc1=O	-25.2
Cc1cc(Br)ccc1NC(=O)C1c2ccccc2C(=O)N(C)C1c1cccs1 (stereo unspecified)	-1.9
CCc1ccc(Nc2nnc(-c3cc4cc(OC)ccc4oc3=O)s2)cc1	1.2
O=C1C2C3C=CC(C3)C2C(=O)N1Cc1ccco1 (stereo unspecified)	-0.6

Individual results from above.
Result of Cc1cc(Br)ccc1NC(=O)C1c2ccccc2C(=O)N(C)C1c1cccs1 (stereo unspecified) under 14-3-3 PPI: -1.9
Result of O=C(Nc1nc(-c2ccccc2)cs1)c1cc2cc(Br)ccc2oc1=O under 14-3-3 PPI: -25.2

Next section
SMILES	14-3-3 PPI
O=C(c1ccc(F)cc1)N1CCN(S(=O)(=O)c2ccc(Br)cc2)CC1	22.9
COC(=O)c1cc2occc2n1CC(=O)N(C)C1CCCCC1	-5.5
Cc1ccc(CS(=O)(=O)CCC(=O)NCCN2CCCC2)cc1	-1.1&-3.4
NC(=O)c1sc2nc3c(c(-c4cccs4)c2c1N)CCC3	-0.7
CC12CCC(C(N)=O)(c3nc4ccccc4nc31)C2(C)C (stereo unspecified)	-11.6
CN(CC(=O)NCc1ccco1)S(=O)(=O)c1cccc2nsnc12	-2.5
Cc1ccc(NC(=O)c2sc3nc(C)nc(N4CCCCC4)c3c2C)c(Br)c1	-4.7
CCOC(=O)C1CCN(C(=O)CNC(=O)OC(C)(C)C)CC1	-2.6
Cc1ccccc1OCc1nc2c3ccccc3nc(=S)n2[nH]1	-2.5
CCCOC(=O)/C(C(N)=NCc1ccccc1)=C(\O)OCCC	-6.1
CCCN(CC1CC1)C(=O)Nc1ccccc1C	-2.4
COC(=O)c1ccc(NC(=O)CN2CCN(C3c4ccccc4-c4ccccc43)CC2)cc1	-1.3
CC1=C(C(=O)OCC2CCCCC2)C(c2ccc(O)cc2)NC(=O)N1 (stereo unspecified)	-8.9
COC(=O)COc1cccc(NS(=O)(=O)c2ccc(NC(C)=O)cc2)c1	4.9
COc1ccc(C(CC(=O)O)NC(=O)c2ccccc2)cc1 (stereo unspecified)	0.1
CC1CN(S(=O)(=O)c2ccc(Oc3ccc(S(=O)(=O)N4CC(C)OC(C)C4)cc3)cc2)CC(C)O1 (stereo unspecified)	-1.4
CCOCCCNC(=O)Cc1c(C(=O)O)[nH]c2ccc(Cl)cc12	-1.6
O=C(Cn1cc2c(n1)CCCC2)Nc1ccccc1Br	-10.9
Cc1cccc(C)c1NC(=O)CSc1nnnn1-c1ccc(C(=O)O)cc1	-7.0
COc1ccccc1NC(=O)CSc1nc(O)cc(=O)n1C	-80.2
COc1ccc([N+](=O)[O-])cc1NC(=O)CC(c1ccccc1)c1ccccc1	7.4
COC(=O)c1ccc(C(=O)OC)c(NC(=O)COc2ccc(Cl)cc2C)c1	-13.8
CCC(NS(=O)(=O)c1cc([N+](=O)[O-])ccc1Cl)C12CC3CC(CC(C3)C1)C2 (stereo unspecified)	1.5
COc1ccc(Nc2ncnc(N)c2[N+](=O)[O-])cc1	-2.1
COc1ccc(C2CC(=O)C3=C(C2)NC(C)=C(C(=O)Nc2ccccc2C)C3c2cc(OC)c(O)c([N+](=O)[O-])c2)cc1OC (stereo unspecified)	-4.1

(more compounds)
SMILES	14-3-3 PPI
CCCCOC(=O)C1C2C=CC3(CN(c4cccc(C)c4)C(=O)C13)O2 (stereo unspecified)	-2.5
Cc1cc(C)c(S(=O)(=O)NCCC2CCCN2C)c(C)c1 (stereo unspecified)	2.8
Cc1cccn2c(=O)c3cc(C(=O)Nc4ccc(C#N)cc4)sc3nc12	-0.3
NC(=O)CSC1=Nc2ccccc2C2=NC(CC(=O)NC3CCCCC3)C(=O)N12 (stereo unspecified)	-3.7
Cc1c(C(=O)N2CCN(c3ccccc3F)CC2)sc2nc[nH]c(=O)c12	-3.2
COc1cccc(OC)c1C(=O)Nc1ccc(-c2nc3ccc(C(=O)c4ccccc4)cc3[nH]2)cc1	1.4
COc1cc(OC)cc(-c2cc3nc4c(c(N5CCN(c6ncccn6)CC5)n3n2)CCCC4)c1	-5.1
CCSc1nnc(N2C(=O)c3ccc([N+](=O)[O-])cc3C2=O)s1	-19.4
CSc1cccc(NC(=O)C2C3C=CC4(O3)C2C(=O)N(C2CCCCCC2)C4C(=O)NC2CCCCC2)c1 (stereo unspecified)	6.0
CCOC(=O)c1[nH]c2ccc(F)cc2c1NC(=O)CNc1nccs1	-7.7
O=C(C1CCCN(S(=O)(=O)c2cccc3cccnc23)C1)N1CCN(c2ccccc2F)CC1 (stereo unspecified)	-2.8
CN(C)CCNC(=O)CN1C(=O)CSc2ccc(S(=O)(=O)N3CCOCC3)cc21	-5.3
O=C(NCc1ccc2c(c1)OCO2)Oc1ccccc1	4.3
COc1ccc(C(=O)N(CCN2CCOCC2)CC(=O)NC2CCCC2)cc1OC	0.1
COC(=O)c1ccc(Oc2nc(NC(C)C)nc(N(C)C)n2)cc1	-4.9
CN1CCN(S(=O)(=O)c2ccc(NC(=O)c3ccc(Br)o3)cc2)CC1	-0.9
NS(=O)(=O)c1ccc(NC(=O)c2ccc(Br)cc2)cc1	-2.3
CCC(=O)Nc1sc2c(c1C(=O)Nc1cccc(Cl)c1)CCC2	-17.5
Cc1cccc(NC(=O)CC2NC3CCCCC3NC2=O)c1 (stereo unspecified)	-5.2
CC(C)(C)c1cc(C(=O)Oc2ccc(C#N)c(C#N)c2)cc(C(C)(C)C)c1	-2.7
CCCCOC(=O)C1C2C=CC3(CN(Cc4ccco4)C(=O)C13)O2 (stereo unspecified)	0.1
CCOC(=O)c1cc2c(=O)n3ccccc3nc2n(Cc2ccco2)c1=NC(=O)c1cccc(F)c1	-30.4
c1ccc(OCc2nn3c(-c4cccnc4)nnc3s2)cc1	1.8
S=c1nc2ccccc2c2nc(COc3ccccc3Br)[nH]n12	-19.8
CCCOc1ccc(N2C(=O)CC(N3CCN(c4ccc(Cl)cc4)CC3)C2=O)cc1 (stereo unspecified)	4.2

(further entries)
SMILES	14-3-3 PPI
O=C(Nc1cccc(Br)c1)c1cccc(S(=O)(=O)N2CCCCCC2)c1	-0.5
Cc1cc(C)c2nc(NC(=O)c3cc([N+](=O)[O-])ccc3Cl)sc2c1	-10.6
CCC1(COC(NC(=O)c2cccnc2)(C(F)(F)F)C(F)(F)F)COC1	-1.9
Cc1cc(C)c2nc(NC(=O)C34CC5CC(CC(C5)C3)C4)sc2c1	-39.6
CC1(C)CC(NS(=O)(=O)c2ccc(S(=O)(=O)N3CCOCC3)cc2)CCO1 (stereo unspecified)	2.7
COC(=O)c1ccc(N2CN=C(c3ccc(C)cc3)NC2=S)cc1	-3.4
COc1ccc(C2NC(=O)NC(C)=C2C(=O)Nc2cc(C)ccc2C)cc1OC (stereo unspecified)	-3.2
O=c1[nH]c(CN2CCN(Cc3ccccc3)CC2)nc2sc3c(c12)CCC3	-1.5
O=c1oc2cc(O)ccc2cc1-c1nnc(Nc2ccc(F)cc2)s1	-5.9
N#Cc1nonc1N	-3.8
COc1ccc(NC(=O)CSc2nncn2C)cc1	1.1
O=C(CSc1nc(-c2ccco2)cc(C(F)(F)F)n1)NCc1ccco1	-1.2
O=C(c1cn[nH]c1)c1cc(F)ccc1O	-20.0
COCCCNC(=O)c1c(N)n(-c2ccc3c(c2)OCO3)c2nc3ccccc3nc12	-25.8
Cc1cccc(NC(=O)C2C3c4ccccc4C(c4ccccc43)C2C)c1C (stereo unspecified)	-5.5
CCCCNC(=O)c1cnc2n(c1=O)CCS2	-9.4
O=C(O)c1ccc(C(=O)O)c(C(=O)c2ccccc2)c1	12.4
COc1ccc(C=Nc2nncs2)cc1	0.7
Cc1ccc(S(=O)(=O)N(CC(=O)N2CCC(C(N)=O)CC2)c2cccc(C(F)(F)F)c2)cc1	-4.2
COc1ccc([N+](=O)[O-])cc1NC(=O)c1sc2nc(C)nc(N3CCC(C)CC3)c2c1C	1.1
O=C(Cn1nnc(-c2ccccc2)n1)N1CCN(S(=O)(=O)c2ccc(Cl)cc2)CC1	-0.3
CN(Cc1ccccc1)C(=O)c1cc(-c2ccc(Cl)cc2)on1	-7.8
Cc1cc(C)c(NC(=O)CCN2CCCCC2)c(C)c1	-1.1
Cn1c(=O)c2c(nc(CN(Cc3ccccc3)Cc3ccccc3)n2CCc2ccccc2)n(C)c1=O	1.6
CCOc1cccc2cc(C(=O)Nc3nccs3)c(=Nc3ccc(F)cc3)oc12	-4.9

From PubChem BioAssay
